High-throughput results as filed in PubChem.
SV40 large T antigen – TAg ATPase/helicase activity blockers – biochemical (AID 1903); inhibition, % at 20 µM; hits with a dose series show IC50 in µM; hit rate 0.39% among 310,000; SV40 large T antigen ATPase/helicase inhibition assay; higher % means a stronger effect; in the data active = a potency from the dose series; note: strong numbers were not always called active
GPR55 LPI antagonism – GPR55 antagonists blocking LPI-driven arrestin recruitment, primary screen, imaging, U2OS, beta-arrestin-GFP, LPI agonist (AID 2013); U2OS GPR55 beta-arrestin-GFP translocation imaging, LPI antagonism; higher % means a stronger effect; one-dose inhibition, % at 10 µM; IC50 in µM for titrated hits; hit rate 0.13% among 290,000;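 active = spots per cell inhibited over 60%, with over 100 cells counted and total cytoplasm intensity under 500,000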;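 note: U2OS cells stably carrying GPR55 and arrestin-GFP stimulated by 5 µM LPI near EC80; imaged beta-arrestin-GFP aggregate spots per cell after agonist stimulation; plate controls were LPI-stimulated DMSO wells for no effect and DMSO wells without LPI for full effect; some results filed as inactive read as strong as hits; confirmed hits need IC50 under 10 µM and bright autofluorescent wells are also inconclusive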
KOR beta-arrestin-1 – KOR agonists, beta-arrestin recruitment, primary screen, cell-based, luminescence, uHTS (AID 1777); activation, % at 10 µM; hits with a dose series show EC50 in µM; hit rate 0.02% among 280,000; KOR beta-arrestin recruitment, luminescence; higher % means a stronger effect; in the data active = activation above about 50%, passing the limit was not always enough; note: a part of the inactive calls stands beside numbers as strong as those of hits
MgcRacGAP inhibition – MgcRacGAP GTPase-activating activity inhibitors, confirmation, biochemical, ADP Hunter fluorescence | MgcRacGAP-stimulated Rac1 GTP hydrolysis, ADP Hunter fluorescence; higher % means a stronger effect; GST-tagged Rac1 F28L mutant substrate | inhibition, % at 30 µM; hits with a dose series show IC50 in µM | hit rate 0.6% among 340,000 | AID 624330;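 active = first-screen hits whose inhibition reached a set limit at any dose in the follow-up dose series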;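 note: fluorescence reports GDP produced by GAP-driven GTP hydrolysis; strong numbers were not always called active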
NOD1 inhibition – NOD1 signaling inhibitors, primary screen, cell-based, luminescence, uHTS (AID 1578); hit rate 1% among 290,000; one-dose inhibition, % at 4 µM; EC50 in µM for titrated hits; NOD1-driven NF-kB luciferase reporter cells, luminescence; higher % means a stronger effect; in the data active = inhibition mostly above about 36%, no sharp cut-off; inactive = mostly below about 34%;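 note: HEK-293T reporter cells stimulated with the NOD1 agonist gamma-tri-DAP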
KOR beta-arrestin-2 – KOR antagonists, beta-arrestin recruitment, cell-based, luminescence, uHTS (AID 1778) | KOR beta-arrestin recruitment, luminescence, antagonist mode; higher % means a stronger effect | inhibition, % at 10 µM, or IC50 in µM where a hit was titrated | hit rate 0.091% among 290,000; note: strong numbers were not always called active
HIV fusion peptide – cell-free HIV fusion peptide-binding blockers – biochemical, uHTS, fluorescence dequenching, primary screen (AID 1986). one-dose inhibition, % at 20 µM; IC50 in µM for titrated hits. cell-free peptide binding, fluorescence dequenching, 30 min; higher % means a stronger effect. hit rate 0.3% among 290,000; in the data active = inhibition mostly above about 52%, no sharp cut-off; inactive = mostly below about 76%; note: some results filed as inactive read as strong as hits
GPR55 beta-arrestin – selective activators of receptor GPR55 – imaging, U2OS cells, beta-arrestin-GFP redistribution, primary screen (AID 1961); one-dose activation, % at 10 µM; EC50 in µM for titrated hits; hit rate 0.048% among 290,000; U2OS GPR55 beta-arrestin-GFP redistribution imaging; higher % means a stronger effect;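 active = activation above 40% with more than 50 cells counted in the well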;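 note: U2OS osteosarcoma cells stably expressing GPR55 and beta-arrestin-GFP; plate controls were DMSO negative control for no effect and LPI positive control for full effect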
NOD2 inhibition – inhibition of NOD2-driven NF-kB reporter – cell-based, luminescence, uHTS, HEK293 (AID 1566). HEK293 NOD2/NF-kB luciferase reporter, luminescence; higher % means a stronger effect. one-dose inhibition, % at 4 µM; EC50 in µM for titrated hits. hit rate 0.63% among 290,000; note: many of its hits are not listed in these tables
* = called active by the depositor; nt = not tested or not shown; [ ] = remark or other dose. Cut-off read from the data, not from the text of the source, unless noted: active = inhibition above about 50%; inactive = the rest.

SMILES	SV40 large T antigen	GPR55 LPI antagonism	KOR beta-arrestin-1	MgcRacGAP inhibition	NOD1 inhibition	KOR beta-arrestin-2	HIV fusion peptide	GPR55 beta-arrestin	NOD2 inhibition
COc1ccc2oc(=N)c(C(=O)Nc3cccc(C)c3C)cc2c1	10%	2%	-7.6%	-5%	-33%	-52%[20 µM]	1.0%	1.2%	-58%
CC(C)(C)C(=O)N1CCN(c2ccnc3cc(Cl)ccc23)CC1	5%	-4%	0.1%	7%	-9%	5%	-0.6%	-0.2%	12%
CCCn1cnc2cc(NC(=O)c3ccco3)ccc21	23%	1%	1.6%	11%	-25%	-12%	3.0%	0.2%	-32%
Cc1cc2nc3c(nc2cc1C)C1(C(=O)N(C)C)CCC3(C)C1(C)C (stereo not drawn)	12%	-1%	8.6%	5%	-30%	-23%	-0.3%	0.0%	12%
CCCCN(C(=O)c1cc(=O)[nH]c2ccccc12)c1c(N)n(CCCC)c(=O)[nH]c1=O	6%	3%	3.8%	6%	-28%	-27%	3.8%	0.3%	2%
COc1ccccc1OCc1nnc(SCC(=O)N2CCCCC2)o1	nt	20%	-0.1%	0%	-23%	-27%	-1.0%	0.2%	-10%
O=C(N/N=C/c1ccncc1)c1ccc(NC(=O)c2ccc(Cl)cc2)cc1	20%	10%	-2.4%	11%	-23%	0%	1.8%	-0.3%	20%
CCCCNS(=O)(=O)c1ccc2nc(SCC(=O)Nc3cccc(F)c3)[nH]c2c1	7%	9%	0.7%	7%	-18%	-14%	-1.3%	-0.3%	8%
Cc1ccc(NS(=O)(=O)c2c(C(=O)N3CCCCCC3)c(C)n(C)c2C)c(Cl)c1	4%	-13%	30%	7%	-20%	-9%	-0.1%	-0.1%	-5%
CSc1nsc(SCCN2C(=O)c3ccccc3C2=O)n1	2%	3%	-0.4%	5%	-16%	-20%	-0.9%	-0.1%	6%
O=C(CC(C(=O)N1CCc2ccccc21)n1ccnc1)N1CCc2ccccc2C1 (stereo not drawn)	11%	7%	3.6%	4%	nt	-24%	-0.3%	0.3%	0%
COCc1nnc(NC(=O)CS(=O)(=O)Cc2ccccc2)s1	-2%	-4%	-3.6%	6%	-6%	-67%	3.1%	-0.1%	-9%
COc1cccc(NC(=O)CSc2nc3c(sc4ccccc43)c(=O)n2CCN(C)C)c1	1%	3%	-6.2%	17%	-24%	9%	9.3%	0.2%	-10%
CCOC(=O)c1sc(NS(=O)(=O)c2ccc(F)cc2)nc1C	nt	-13%	3.1%	-1%	-18%	-21%[20 µM]	6.7%	-0.1%	0%
COc1ccc(N2C(=O)C3CCCN3C2c2cccc(C)c2)cc1 (stereo not drawn)	0%	0%	-1.2%	6%	-2%	9%	-1.8%	-0.2%	4%
COc1ccc(/C=C/C(=O)O)cc1S(=O)(=O)NCc1ccco1	19%	7%	1.2%	-2%	-6%	0%	1.5%	0.3%	7%
Cn1c2ccccc2c2cnn(CC(=O)NCCCN3CCN(c4ccccc4F)CC3)c(=O)c21	10%	5%	-3.4%	0%	-6%	1%	0.3%	0.3%	8%
CC1Cn2c(nc3sc4c(c3c2=O)CCC4)N1CCO (stereo not drawn)	12%	6%	1.0%	8%	13%	-3%	-5.4%	-0.2%	13%
COC(=O)C1Sc2[nH]c(=O)sc2C2c3ccccc3OC(=O)C12 (stereo not drawn)	23%	27%	-2.3%	10%	3%	-8%	2.0%	-0.1%	11%
Cc1ncc([N+](=O)[O-])n1CC(=O)Nc1ccc(F)cc1	3%	-1%	-3.5%	nt	5%	10%	-0.7%	-0.1%	7%
CCN(CC)CCCCCC(=O)Nc1ccccc1C(=O)Nc1ccccc1	3%	8%	1.0%	8%	4%	9%	-0.7%	-0.2%	5%
CCCCN(C(C)=O)C1CC(=O)N(c2ccc(OCCC)cc2)C1=O (stereo not drawn)	8%	7%	4.3%	-1%	11%	4%	-1.8%	-0.1%	13%
CN(C(=O)CSc1nc2c(c(=O)[nH]1)CCCC2)C1CCCCC1	6%	1%	1.7%	4%	-10%	3%	-2.6%	-0.2%	1%
Cc1cc(C)c2cc(CN(Cc3nnnn3C3CCCCC3)CC3CCCO3)c(=O)[nH]c2c1 (stereo not drawn)	8%	0%	-2.8%	8%	-21%	-23%	0.1%	-0.1%	-21%
COc1ccc(C(=O)N/N=C(\C)CC(=O)Nc2ccccn2)cc1OC	4%	-4%	-1.7%	10%	-46%	3%	-0.5%	0.3%	4%
Cc1c(C)c2ccc(OCC(=O)N(C)C3CCS(=O)(=O)C3)c(C)c2oc1=O (stereo not drawn)	0%	-2%	0.3%	-8%	-13%	-8%	0.3%	0.4%	7%
CN(C)CCNc1nc(-c2ccccc2)c2c(c1C#N)CC(C)(C)OC2	28%	-7%	0.4%	-1%	0%	5%	-2.4%	-0.1%	17%
Cn1c(SCc2cccc3ccccc23)nnc1-c1ccco1	8%	0%	-3.1%	14%	-27%	-4%	0.1%	-0.1%	-11%
c1cncc(-c2nc(-c3ccc4c(c3)OCCO4)cs2)c1	-2%	-14%	-6.3%	4%	0%	-8%	0.0%	0.0%	-122%
CCOC(=O)CSc1nc(N2CCOCC2)c2c(c1C#N)CC(C(C)C)OC2 (stereo not drawn)	14%	2%	-2.6%	7%	-2%	-5%	-0.1%	-0.1%	-24%
Cc1ccnc(SCCn2c(N3CCC(C)CC3)nc3c2c(=O)[nH]c(=O)n3C)n1	1%	-2%	9.0%	-3%	2%	-10%	0.5%	0.3%	0%
O=C1C2C3C=CC(CC3)C2C(=O)N1/N=C/c1c[nH]c2ccccc12 (stereo not drawn)	6%	16%	-4.9%	1%	-28%	27%	3.3%	0.2%	-48%
O=C(NCC1CCCO1)C1CC(=O)N(c2ccccc2)C1 (stereo not drawn)	2%	5%	-2.5%	0%	22%	-8%	2.6%	0.6%	-4%
O=C(NCc1ccco1)/C(=C\c1ccccc1)NC(=O)c1ccccc1	-3%	1%	-1.9%	5%	10%	-6%	0.0%	-0.1%	12%
COc1ccc(C2CC(=O)C=C(NCc3ccccc3)C2)cc1 (stereo not drawn)	8%	-5%	2.1%	4%	4%	-20%	-1.6%	0.2%	6%
CSCCCN1CCC(n2nccc2NC(=O)CCCc2ccccc2)CC1	0%	12%	4.2%	5%	-4%	25%	-2.2%	0.3%	26%
CCOc1nc2ccccc2cc1C=O	-3%	-7%	-2.2%	-4%	-36%	-164%	2.2%	0.1%	2%
Cc1ccc(OCc2cnc(Cl)s2)c(C)c1	1%	4%	-2.7%	7%	-6%	-4%[20 µM]	-2.0%	-0.1%	-13%
Cc1cccc(C)c1OCc1cc(C(=O)N(Cc2c(C)nn(C)c2C)C2CC2)no1	31%	7%	-0.9%	12%	19%	-26%	1.5%	-0.2%	38%
CN(C)S(=O)(=O)c1cccc(NC(=O)CN2C(=O)NC3(CCc4ccccc4C3)C2=O)c1 (stereo not drawn)	4%	0%	4.6%	3%	-18%	-20%	0.6%	-0.1%	-3%
COCCCn1cnnc1SCc1nc2sc(C(C)=O)c(C)c2c(=O)[nH]1	16%	13%	-3.6%	10%	-3%	0%	2.2%	-0.1%	8%
O=C(CCn1nc(-c2ccc(Cl)cc2)ccc1=O)NCCCN1CCCCCC1	1%	9%	2.6%	16%	-8%	6%	-1.2%	-0.2%	-3%
CCn1ccc(C(=O)Oc2ccc(C(C)C)cc2)n1	14%	9%	1.2%	-3%	-38%	22%	1.1%	-0.2%	6%
CN(c1ccc(C(=O)NCCCn2ccnc2)cc1)S(C)(=O)=O	23%	4%	0.5%	5%	-30%	-11%	0.7%	-0.1%	7%
O=C1N=c2ccccc2=C1c1c(O)[nH]c2c(C(F)(F)F)cccc12	16%	-4%	-6.0%	4%	-7%	14%[20 µM]	0.1%	0.5%	17%
CCCCn1c(CNC(=O)c2cccs2)nc2ccccc21	0%	7%	-0.9%	2%	1%	-24%	3.6%	0.3%	12%
CC(=O)N(c1cccc(Br)c1)C1C=CS(=O)(=O)C1 (stereo not drawn)	16%	14%	-1.3%	12%	-4%	-1%	-1.9%	-0.1%	8%
COc1cc(NC(=O)c2cnn3c(C)cc(C)nc23)c(OC)cc1Cl	-4%	4%	-2.3%	-2%	-24%	-16%	3.9%	-0.2%	8%
COCC(=O)Nc1ccc2c(c1)OCC(=O)N2Cc1ccccc1F	20%	5%	-2.8%	-8%	-18%	-28%[20 µM]	-0.4%	-0.3%	2%
Cc1cc(C)nc(NS(=O)(=O)c2ccc(NC(=O)CN3C(=O)C4CC=CCC4C3=O)cc2)n1 (stereo not drawn)	10%	0%	-4.1%	0%	-20%	1%	0.8%	-0.4%	16%

One compound at a time, from the list above. Order of screens: SV40 large T antigen | GPR55 LPI antagonism | KOR beta-arrestin-1 | MgcRacGAP inhibition | NOD1 inhibition | KOR beta-arrestin-2 | HIV fusion peptide | GPR55 beta-arrestin | NOD2 inhibition
Results for COc1cc(NC(=O)c2cnn3c(C)cc(C)nc23)c(OC)cc1Cl → -4% | 4% | -2.3% | -2% | -24% | -16% | 3.9% | -0.2% | 8%
Results for CCCCn1c(CNC(=O)c2cccs2)nc2ccccc21 → 0% | 7% | -0.9% | 2% | 1% | -24% | 3.6% | 0.3% | 12%

Next section
SMILES	SV40 large T antigen	GPR55 LPI antagonism	KOR beta-arrestin-1	MgcRacGAP inhibition	NOD1 inhibition	KOR beta-arrestin-2	HIV fusion peptide	GPR55 beta-arrestin	NOD2 inhibition
CCc1nnc(NC(=O)C2Cc3ccccc3CN2S(=O)(=O)CC)s1 (stereo not drawn)	3%	5%	-0.3%	6%	-27%	-11%	1.2%	0.0%	-1%
C=CCOCCN(CCOCC=C)C1=NS(=O)(=O)c2ccccc21	-1%	-5%	-1.7%	2%	-4%	7%	1.1%	-0.3%	21%
CCOc1nc(-c2ccccc2)ccc1-c1noc(-c2ccco2)n1	-4%	18%	-8.7%	1%	-18%	4%	7.7%	-0.3%	19%
Cc1ccc(NC(=O)CCNC(=O)c2ccccc2Cl)cc1S(=O)(=O)N(C)C	-49%	3%	9.2%	3%	-24%	-17%	-0.8%	-0.2%	12%
Cc1nc2cc(F)ccc2n1C1CCN(C(=O)c2c(F)cccc2F)CC1	12%	11%	-1.9%	-32%	-14%	15%	-2.0%	-0.4%	21%
COc1ccc(C(=O)N2CCOCC2)cc1Br	0%	6%	-1.4%	4%	1%	36%	0.0%	0.0%	16%
COc1ccc(OCC(O)CNS(=O)(=O)c2ccc(NC(C)=O)cc2)cc1 (stereo not drawn)	13%	6%	1.8%	4%	-37%	-7%	1.6%	-0.2%	-5%
CC(CNC(=O)CCS(=O)(=O)c1ccc2c(c1)NC(=O)CO2)c1ccccc1 (stereo not drawn)	-6%	13%	3.2%	3%	-8%	-34%	0.9%	0.7%	8%
CC(C)CNC(=O)c1cc(-c2ccc(Cl)c(Cl)c2)on1	-3%	10%	0.7%	9%	-19%	-30%	-0.2%	-0.2%	-43%
CCCCC(=O)NC(=S)Nc1ccccc1C(=O)Nc1ccccc1	16%	-4%	-1.5%	2%	-10%	8%	0.3%	0.3%	20%
CC1CN(C(=O)c2cccs2)CCN1C(=O)c1cccs1 (stereo not drawn)	-2%	0%	-1.2%	5%	-11%	-27%	-1.4%	0.2%	-12%

Some of the compounds tested. The share of hits here may be higher or lower than overall.
